RXFP1 antag: qHTS Assay for Antagonists of the Relaxin Receptor RXFP1. Relaxin receptor 1 (Homo sapiens), Q9HBX9. HEK293-RXFP1, relaxin-stimulated cAMP HTRF, 30 min; active compounds read low. activity change, negative = inhibition, % at 57.5 µM. 350,000 compounds, 0.59% hits. AID 1259400, 2018;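 active = activity change of -60% or lower, but not beyond a set lower limit; inconclusive = change between -60% and -40%, or beyond the set limit; inactive = change above -40%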; also: % is scaled to controls: 0 for no effect and ±100 for the full control effect
Target sequence (Q9HBX9 whole entry, looked up): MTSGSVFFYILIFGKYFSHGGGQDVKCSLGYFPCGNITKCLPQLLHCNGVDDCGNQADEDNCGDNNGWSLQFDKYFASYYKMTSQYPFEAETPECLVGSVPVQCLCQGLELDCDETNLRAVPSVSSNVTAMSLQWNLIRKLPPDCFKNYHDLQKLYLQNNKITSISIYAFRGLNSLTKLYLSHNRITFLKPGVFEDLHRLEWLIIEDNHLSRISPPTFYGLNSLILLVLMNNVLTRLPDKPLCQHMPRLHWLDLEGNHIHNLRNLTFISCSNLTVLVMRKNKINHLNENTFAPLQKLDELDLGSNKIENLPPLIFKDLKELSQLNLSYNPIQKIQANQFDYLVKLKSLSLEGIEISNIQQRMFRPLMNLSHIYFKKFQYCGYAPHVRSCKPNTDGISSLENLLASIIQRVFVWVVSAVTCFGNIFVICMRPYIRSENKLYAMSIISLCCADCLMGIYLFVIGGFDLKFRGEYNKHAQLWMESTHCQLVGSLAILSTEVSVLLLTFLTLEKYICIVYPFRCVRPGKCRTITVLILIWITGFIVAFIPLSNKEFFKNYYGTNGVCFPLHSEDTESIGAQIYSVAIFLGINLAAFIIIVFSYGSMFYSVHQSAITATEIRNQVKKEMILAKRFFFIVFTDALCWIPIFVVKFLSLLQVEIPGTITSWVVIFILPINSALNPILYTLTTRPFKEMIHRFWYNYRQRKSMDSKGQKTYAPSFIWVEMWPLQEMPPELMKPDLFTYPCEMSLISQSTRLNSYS
D1 antagonist: Antagonist of Human D 1 Dopamine Receptor: qHTS. D(1A) dopamine receptor (Homo sapiens), P21728. HEK293 TREx D1 cells, calcium flux, dopamine EC80; active compounds read low. activity change, negative = inhibition, % at 10 µM. 360,000 compounds, 3.2% hits. AID 504652, 2011; in the data active = activity change below about -30%; also: % is scaled to controls: 0 for no effect and ±100 for the full control effect
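Tetracycline-induced HEK293 Trex D1 cells, force-coupled to calcium, dye-loaded; compounds added and read 180 s, then EC80 dopamine added and calcium flux tracked kinetically another 180 s.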
TRHR PAM: qHTS for Small Molecule Agonists and Allosteric Enhancers of Human TRH Receptor: Primary Screen for Enhancers; 360,000 compounds, 0.66% hits; Thyrotropin-releasing hormone receptor (Homo sapiens), P34981; enhancement, % at 2 µM; AID 493056, 2011; TRHR cells, fluo-8 calcium fluorescence, EC20 TRH enhancement; in the data active = enhancement above about 30%; also: 0% is about no effect
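TRHR-expressing cells loaded with fluo-8 calcium dye were read kinetically (ex 480/em 530) during compound addition, then stimulated with an EC20 of TRH (10 nM final). Enhancement of the Gq-mediated intracellular calcium response was scored.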
D1 ag: Allosteric Agonists of the Human D1 Dopamine Receptor: qHTS; HEK293 T-REx D1 cells, calcium flux, agonist mode; activation, % at 2 µM; 360,000 compounds, 1% hits; also: 0% is about no effect
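Tetracycline-induced HEK293 TREx D1 cells, force-coupled to calcium signalling, were dye-loaded with a no-wash calcium kit. Compound was pin-added after a 10 s baseline. Fluorescence was read kinetically at 1 cycle/s for 180 s, with calcium rises flagged as agonism.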
TRHR ag: qHTS for Small Molecule Agonists and Allosteric Enhancers of Human TRH Receptor: Primary Screen for Agonists. TRHR cells, calcium flux fluo-8, FDSS agonist mode. activation, % at 2 µM. 360,000 compounds, 0.18% hits; also: 0% is about no effect
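Fluo-8-loaded TRHR cells; 10 s baseline, compound added, kinetic Ca2+ fluorescence read 1/s, agonist mode.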
D2 antagonist: HTS Assay for Allosteric Antagonists of the Human D2 Dopamine Receptor: Primary Screen for Antagonists; D(2) dopamine receptor (Homo sapiens), P14416; HEK293 TREx D2 cells, calcium flux, dopamine EC80; inhibition, % at 10 µM; 340,000 compounds, 2% hits; AID 485344, 2010; in the data active = inhibition above about 30%; also: 0% is about no effect
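Cells plated overnight at 30 C with tetracycline; no-wash calcium dye, 30–90 min RT; 10 s baseline; compound pinned; 180 s read; EC80 dopamine added; another 180 s read.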
D1 PAM: Potentiators of Human D1 Dopamine Receptor: qHTS; HEK293 TREx D1 cells, calcium flux, dopamine EC20 potentiation; potentiation, % at 10 µM; 360,000 compounds, 0.036% hits; in the data active = potentiation above about 30%; also: 0% is about no effect
D2 potentiator: HTS Assay for Positive Allosteric Modulators of the Human D2 Dopamine Receptor: Primary Screen for Potentiators; HEK293 T-REx D2, calcium flux, EC20 dopamine potentiation; potentiation, % at 10 µM; 340,000 compounds, 0.34% hits;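 active = potentiation over 3 SD above the plate norm, cut at about 30% in these data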; also: 0% is about no effect
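Primary screen. Calcium kinetics in induced HEK293 T-REx D2 cells: compound pre-addition 180 s, EC20 dopamine, 180 s more.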
D2 agonist: HTS Assay for Allosteric Agonists of the Human D2 Dopamine Receptor: Primary Screen for Agonists. HEK293 T-REx D2 cells, calcium flux agonist mode. activation, % at 2 µM. 340,000 compounds, 0.53% hits. AID 485358, 2010;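 active = activation over 3 SD above normal in the single-dose calcium agonist read, cut at about 30% in these data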; also: 0% is about no effect
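Tetracycline-induced HEK293 Trex cells with D2 receptor force-coupled to calcium signaling, plated overnight at 30 C and loaded with no-wash calcium dye. Calcium flux read kinetically for 180 s after compound addition; responses flag agonists.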
The depositor's hits bear a star. Rule as the data show it, unless noted: active = activation above about 30%; inactive = the rest. Rows are unselected (roughly 7.3% active in at least one column).

How did CCCCC(CCC(=O)O)(C(=O)OCC)c1csc(N)n1 (configuration not stated) do in these assays?
RXFP1 antag: -21; D1 antagonist: -1; TRHR PAM: -3; D1 ag: 1; TRHR ag: 0.2; D2 antagonist: -4; D1 PAM: 1; D2 potentiator: 8; D2 agonist: 0.1

How did CCn1nc(C(=O)NCC(c2cccs2)N2CCOCC2)c2ccccc2c1=O (configuration not stated) do in these assays?
RXFP1 antag: -10; D1 antagonist: -35*; TRHR PAM: 11; D1 ag: 3; TRHR ag: -1.2; D2 antagonist: -6; D1 PAM: -10; D2 potentiator: -4; D2 agonist: -1.0

Results for CCOC(=O)c1[nH]c(C)c(C(=O)O)c1C ?
D1 antagonist: 8; TRHR PAM: -12; D1 ag: 1; TRHR ag: 0.2; D2 antagonist: 10; D1 PAM: 2; D2 potentiator: -8; D2 agonist: 0.2

How did Cc1cc(C(=O)NNc2ccc(F)cc2)no1 do in these assays?
RXFP1 antag: -9; D1 antagonist: 3; TRHR PAM: 19; D1 ag: 1; TRHR ag: 0.6; D2 antagonist: -6; D1 PAM: 4; D2 potentiator: 10; D2 agonist: 0.5

How did COc1cccc(CN2C(=O)C3(SCC(=O)N3c3ccc(C)c(Cl)c3)c3ccccc32)c1 (configuration not stated) do in these assays?
D1 antagonist: -2; TRHR PAM: -1; D1 ag: 4; TRHR ag: 0.3; D1 PAM: -1; D2 potentiator: -7; D2 agonist: 0.0

What do the screens show for `Cc1cc(C)cc(NC(=O)CN2C(=O)COc3ccc(S(=O)(=O)Nc4ccccc4)cc32)c1`?
D1 antagonist: -6; TRHR PAM: -16; D1 ag: 4; TRHR ag: 0.5; D1 PAM: 4; D2 potentiator: -3; D2 agonist: 0.4

What do the screens show for `Cc1cc(C)cc(OCC(=O)OC(C)C(=O)Nc2c(C)n(C)n(-c3ccccc3)c2=O)c1` (configuration not stated)?
RXFP1 antag: 8; D1 antagonist: -1; TRHR PAM: -3; D1 ag: 0; TRHR ag: 0.2; D2 antagonist: -11; D1 PAM: -2; D2 potentiator: -1; D2 agonist: -0.2

How did CCCCn1c(N)c(N(CC(C)C)C(=O)c2ccc(N3C(=O)c4ccccc4C3=O)cc2)c(=O)[nH]c1=O do in these assays?
RXFP1 antag: 7; D1 antagonist: 1; TRHR PAM: -4; D1 ag: 0; TRHR ag: 0.0; D2 antagonist: -5; D1 PAM: -2; D2 potentiator: -2; D2 agonist: -0.3

How did C/C=C/C=C/C(=O)N1CC2(CC(c3cccc(NC(=O)/C=C/C)c3)=NO2)C[C@@H]1C(N)=O (some centres not stated) do in these assays?
D1 antagonist: -2; TRHR PAM: -4; D1 ag: 1; TRHR ag: 0.1; D2 antagonist: 6; D1 PAM: 2; D2 potentiator: 2; D2 agonist: -0.7

Results for O=C(NCc1n[nH]c(=S)n1-c1cccc(Cl)c1)c1ccc(S(=O)(=O)N2CCCCC2)cc1 ?
RXFP1 antag: -15; D1 antagonist: -11; TRHR PAM: 6; D1 ag: -1; TRHR ag: -1.7; D2 antagonist: -12; D1 PAM: 6; D2 potentiator: 33*; D2 agonist: -1.9

What do the screens show for `O=C(N/C(=C/c1cccc([N+](=O)[O-])c1)C(=O)N1CCCC1)c1ccccc1`?
RXFP1 antag: -2; D1 antagonist: -9; TRHR PAM: 2; D1 ag: 2; TRHR ag: 0.2; D2 antagonist: -12; D2 potentiator: 0; D2 agonist: 2.3

Results for Cc1cc(C)c(-c2csc(NC(=O)COC(=O)c3ccc4c(c3)OCO4)n2)c(C)c1 ?
RXFP1 antag: -9; D1 antagonist: -16; TRHR PAM: 2; D1 ag: 2; TRHR ag: 0.9; D2 antagonist: 0; D1 PAM: -4; D2 potentiator: 14; D2 agonist: 0.8

How did CC(C)c1cc(=O)n2[nH]c(SCc3ccccc3Cl)nc2n1 do in these assays?
RXFP1 antag: -27; D1 antagonist: 4; TRHR PAM: 0; D1 ag: 3; TRHR ag: -0.2; D2 antagonist: 6; D1 PAM: 1; D2 potentiator: 4; D2 agonist: -0.6

How did O=C(CC1NC2CCCCC2NC1=O)Nc1cccc(C(F)(F)F)c1 (configuration not stated) do in these assays?
RXFP1 antag: -1; D1 antagonist: -2; TRHR PAM: 2; D1 ag: 0; TRHR ag: -0.4; D2 antagonist: -5; D1 PAM: -4; D2 potentiator: 18; D2 agonist: -0.1

What do the screens show for `CCC(C)NC(=O)CSc1nnc(-c2cc(-c3cccs3)nc3ccccc23)o1` (configuration not stated)?
RXFP1 antag: -12; D1 antagonist: -13; TRHR PAM: -7; D1 ag: -1; TRHR ag: 0.6; D2 antagonist: -12; D1 PAM: 1; D2 potentiator: 9; D2 agonist: 1.3

Results for O=C(c1ccc2c(c1)OCCO2)N1CCCC(CNS(=O)(=O)c2cccs2)C1 (configuration not stated) ?
RXFP1 antag: 6; D1 antagonist: -10; TRHR PAM: 9; D1 ag: 4; TRHR ag: -1.8; D2 antagonist: -21; D1 PAM: -6; D2 potentiator: 7; D2 agonist: -0.1

How did CC(=O)CSc1ncnc2c1cnn2-c1ccccc1 do in these assays?
RXFP1 antag: -8; D1 antagonist: -24; TRHR PAM: 4; D1 ag: 2; TRHR ag: -0.4; D2 antagonist: -21; D1 PAM: -1; D2 potentiator: -13; D2 agonist: -0.4

Results for CCOc1ccccc1NC(=O)N1c2ccccc2Sc2ccccc21 ?
RXFP1 antag: -15; D1 antagonist: 5; TRHR PAM: 0; D1 ag: 2; TRHR ag: -0.3; D1 PAM: 3; D2 potentiator: 0

What do the screens show for `CCCCCCn1c(=O)c(C(=O)N/N=C/c2cccc(F)c2)c(O)c2ccccc21`?
RXFP1 antag: 1; D1 antagonist: -2; TRHR PAM: 0; D1 ag: 4; TRHR ag: 1.2; D2 antagonist: 12; D1 PAM: 2; D2 agonist: -0.6

How did Cc1nc(N2N=C3/C(=C/c4ccc(F)cc4)CCCC3C2c2ccc(F)cc2)sc1C(=O)N(C)C (configuration not stated) do in these assays?
RXFP1 antag: 1; D1 antagonist: 12; TRHR PAM: 3; D1 ag: 0; TRHR ag: -0.4; D2 antagonist: -8; D1 PAM: 1; D2 potentiator: 2; D2 agonist: 0.4

How did COCCN(C(=O)C1CC1)c1nnc(-c2ccc(C)cc2)s1 do in these assays?
RXFP1 antag: -12; D1 antagonist: -16; TRHR PAM: -6; D1 ag: 1; TRHR ag: 0.6; D2 antagonist: -1; D1 PAM: 0; D2 potentiator: 1; D2 agonist: 0.3

What do the screens show for `COc1ccc(S(=O)(=O)Nc2ccc(-c3ccc4nnc(C)n4n3)cc2)c(OC)c1`?
RXFP1 antag: 1; D1 antagonist: -1; TRHR PAM: -9; D1 ag: 1; TRHR ag: 0.0; D2 antagonist: -4; D1 PAM: 8; D2 potentiator: -6; D2 agonist: 1.0

Results for O=C(NCCCN1CCCC1)c1ccc2c(c1)N(Cc1cccc(Cl)c1)C(=O)c1ccccc1S2=O (configuration not stated) ?
RXFP1 antag: -16; D1 antagonist: -13; TRHR PAM: 3; D1 ag: 7; TRHR ag: 0.5; D2 antagonist: -2; D1 PAM: 1; D2 potentiator: -11; D2 agonist: 1.8

What do the screens show for `Cc1ccc(NC(=O)CNC(=O)c2cccs2)nc1`?
RXFP1 antag: -5; D1 antagonist: 2; TRHR PAM: 7; D1 ag: 5; TRHR ag: 0.0; D2 antagonist: -5; D1 PAM: 0; D2 potentiator: -9; D2 agonist: -1.2

Among those listed so far, three contain two or more sulfur atoms.
Results for O=C(NCc1n[nH]c(=S)n1-c1cccc(Cl)c1)c1ccc(S(=O)(=O)N2CCCCC2)cc1 ?
RXFP1 antag: -15; D1 antagonist: -11; TRHR PAM: 6; D1 ag: -1; TRHR ag: -1.7; D2 antagonist: -12; D1 PAM: 6; D2 potentiator: 33*; D2 agonist: -1.9

What do the screens show for `CCC(C)NC(=O)CSc1nnc(-c2cc(-c3cccs3)nc3ccccc23)o1` (configuration not stated)?
RXFP1 antag: -12; D1 antagonist: -13; TRHR PAM: -7; D1 ag: -1; TRHR ag: 0.6; D2 antagonist: -12; D1 PAM: 1; D2 potentiator: 9; D2 agonist: 1.3

Results for O=C(c1ccc2c(c1)OCCO2)N1CCCC(CNS(=O)(=O)c2cccs2)C1 (configuration not stated) ?
RXFP1 antag: 6; D1 antagonist: -10; TRHR PAM: 9; D1 ag: 4; TRHR ag: -1.8; D2 antagonist: -21; D1 PAM: -6; D2 potentiator: 7; D2 agonist: -0.1

More structures follow.
How did CC(=O)c1ccc(N=c2scc(C)n2C(C)C)cc1 do in these assays?
RXFP1 antag: -2; D1 antagonist: -11; TRHR PAM: -4; D1 ag: 0; TRHR ag: -1.4; D2 antagonist: -4; D1 PAM: -4; D2 potentiator: -2; D2 agonist: -0.9

What do the screens show for `Cc1ccc(C(=O)COc2ccc3c(C)cc(=O)oc3c2)cc1`?
RXFP1 antag: 12; D1 antagonist: 7; TRHR PAM: 2; D1 ag: -1; TRHR ag: 0.4; D1 PAM: 8

What do the screens show for `O=C(NCc1ccncc1)C(=O)Nc1nc(C23CC4CC(CC(C4)C2)C3)cs1`?
RXFP1 antag: inconclusive; D1 antagonist: 17; TRHR PAM: -12; D1 ag: 0; TRHR ag: 0.2; D2 antagonist: 3; D1 PAM: 14; D2 potentiator: 10; D2 agonist: -0.8

What do the screens show for `COc1ccccc1-c1nnc(SCC(=O)NC2CCCCC2)n1C`?
RXFP1 antag: -28; D1 antagonist: -9; TRHR PAM: -1; D1 ag: 2; TRHR ag: 0.2; D2 antagonist: -1; D1 PAM: -13; D2 agonist: 3.3
